# APEX1 inh = APE1 (human) endonuclease inhibition; recombinant APE1, TAMRA/BHQ-2 abasic DNA cleavage fluorescence; Potency, µM (titrated, usually from 65.8 µM), inactives show at the top dose activity change, negative = inhibition, usual class: inhibitors; 350,000 compounds, 0.35% hits; AID 2517;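 note: potency is the fitted concentration of half-maximal effect; plate controls were vehicle for no effect and reference inhibitor for full effect; nearly all actives have a fitted effect of over 55% in size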
#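 Substrate: short duplex with […] THF abasic site, 5'-TAMRA and 3'-BHQ-2, 50 nM final. APE1 at 0.75 nM, preincubated 15 min RT with compound. Fluorescence increase from first to third read measured activity.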
# LDHA inh = inhibitors of human lactate dehydrogenase A. 480,000 compounds, 0.15% hits. P00338. AID 1347041. purified LDHA, NADH/diaphorase-resazurin fluorescence; hits give low values. activity change, % (values are at about 110 or 230 µM); in the data active = activity change below about -30%; inconclusive = mostly about -25% to -30%;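 note: plate controls were DMSO wells for no effect and wells without enzyme for full effect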
#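 Resorufin fluorescence (ex540/em590), read at 0 and 20 min after diaphorase/resazurin addition, reports the NADH left after a 5 min room-temperature reaction of 2 nM human LDH5 with 0.06 mM NADH and 0.2 mM pyruvate.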
# POLH inh = blocks human DNA polymerase eta activity | AID 588591 | recombinant Pol eta, fluorescent DNA replication assay | 390,000 compounds, 1.2% hits | Potency, µM (top dose mostly 114 µM), for inactives: at the top dose activity change, negative = inhibition, most hits filed as inhibitors; note: potency is the fitted concentration of half-maximal effect; % is set by controls: 0 for no effect and ±100 for the full control effect
#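 Fluorescent replication assay: 50 nM final substrate added after a 15 min room-temperature compound preincubation with 10 nM enzyme. Signal taken at 0 min and again at 10 min.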
# POLI inh = blocks human DNA polymerase iota activity | Q9UNA4 | Pol iota fluorescent replication assay, 10 min | Potency, µM (top dose mostly 115 µM), for inactives: at the top dose activity, negative = inhibition, actives largely listed as inhibitors | 390,000 compounds, 1% hits | AID 588590; note: potency is the fitted concentration of half-maximal effect
# Target sequence (Q9UNA4 whole entry, looked up): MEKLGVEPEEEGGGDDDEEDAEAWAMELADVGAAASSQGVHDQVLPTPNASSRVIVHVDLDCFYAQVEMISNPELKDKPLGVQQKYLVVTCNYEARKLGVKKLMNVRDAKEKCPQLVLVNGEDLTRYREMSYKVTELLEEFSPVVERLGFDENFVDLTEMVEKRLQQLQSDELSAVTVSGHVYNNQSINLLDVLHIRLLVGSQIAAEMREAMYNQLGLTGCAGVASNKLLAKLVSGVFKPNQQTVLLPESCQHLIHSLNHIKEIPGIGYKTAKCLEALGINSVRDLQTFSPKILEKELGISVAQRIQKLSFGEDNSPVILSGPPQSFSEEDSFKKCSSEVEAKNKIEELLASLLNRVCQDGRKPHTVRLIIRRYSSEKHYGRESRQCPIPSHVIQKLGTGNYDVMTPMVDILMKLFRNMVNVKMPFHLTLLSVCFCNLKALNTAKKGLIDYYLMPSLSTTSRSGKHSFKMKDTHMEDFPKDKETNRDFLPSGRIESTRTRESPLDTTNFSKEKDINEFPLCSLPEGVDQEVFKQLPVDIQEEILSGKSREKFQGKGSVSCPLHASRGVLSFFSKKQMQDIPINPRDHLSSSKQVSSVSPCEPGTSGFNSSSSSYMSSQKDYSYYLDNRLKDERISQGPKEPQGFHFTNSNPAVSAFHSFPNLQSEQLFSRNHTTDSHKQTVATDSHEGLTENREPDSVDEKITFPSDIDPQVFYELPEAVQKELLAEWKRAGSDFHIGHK
#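 Fluorescent replication assay read twice, at 0 min and 10 min after adding 50 nM (final) substrate. Enzyme (10 nM) and compounds were first incubated 15 min at room temperature; enzyme-free buffer wells were negative controls.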
# Pol beta inh = blocks human DNA polymerase beta activity; P06746; Pol beta primer extension/strand displacement, fluorescence kinetic; Potency, µM (top dose mostly 114 µM), for the others: at the highest dose activity change, negative = inhibition, hits mostly inhibitors; 340,000 compounds, 1.3% hits; note: potency is the fitted concentration of half-maximal effect; % is set by controls: 0 for no effect and ±100 for the full control effect
#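 Reaction started by 50 nM substrate onto compound-treated Pol beta (10 nM, 15 min preincubation, room temperature); plates read at 0 min and 10 min. Normalized concentration-effect data fitted by four-parameter Hill equation.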
# Apoferritin bind = candidate novel general anesthetic via apoferritin binding | P02791 | AID 485281 | apoferritin/1-aminoanthracene competitive binding, fluorescence | Potency, µM (top dose mostly 77.5 µM), for the others: at the highest dose activity change, negative = displacement, usual class: inhibitors | 350,000 compounds, 0.074% hits; note: potency is the fitted concentration of half-maximal effect; % is set by controls: 0 for no effect and ±100 for the full control effect; nearly all actives have a fitted effect of over 20% in size
# Target sequence (P02791 2-175 limits assumed): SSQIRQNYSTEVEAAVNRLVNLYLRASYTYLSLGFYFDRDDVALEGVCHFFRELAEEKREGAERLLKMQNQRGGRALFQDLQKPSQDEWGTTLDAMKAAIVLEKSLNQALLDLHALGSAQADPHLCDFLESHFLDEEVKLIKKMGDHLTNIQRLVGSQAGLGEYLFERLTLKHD
#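 Apoferritin-based anesthetic binding model; compound displacement of fluorescent 1-AMA measured as endpoint fluorescence after 10 minutes at room temperature, scaled to free-ligand and complex controls.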
# Glioma ERSR ind = ER stress response induction in glioma; U87-MG GRP78 promoter luciferase reporter, 16 h; Potency, µM, inactives show at the highest dose activation, usual class: activators; 420,000 compounds, 0.02% hits; note: potency is the fitted concentration of half-maximal effect; series mostly up to about 76 µM; % of control where 0% means no effect; nearly all actives have a fitted effect of over 35% in size
#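 Stably transfected U87-MG human glioma cells carrying a GRP78-based luminescent sensor were seeded at 1000 cells/well, pin-dosed with compounds and incubated 16 h. Luciferase reagent was then added, and end-point luminescence was read after 10 min at room temperature.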
# BLM helicase inh = blocks DNA unwinding by human BLM helicase. P54132. recombinant BLM DNA unwinding, fluorescence dequenching. Potency, µM (titrated, usually from 56.1 µM), for inactives: at the top dose activity change, negative = inhibition, usual class: inhibitors. 350,000 compounds, 0.2% hits. AID 2528;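 note: potency is the fitted concentration of half-maximal effect; plate controls were vehicle for no effect and no enzyme for full effect; nearly all actives have a fitted effect of over 35% in size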
# Pol kappa inh = inhibitors of human DNA polymerase kappa | Potency, µM (doses to about 107 µM), without a hit: top-dose activity, negative = inhibition, actives largely listed as inhibitors | purified Pol kappa, fluorescent DNA synthesis assay, 10 min | 400,000 compounds, 0.53% hits | Q9UBT6; note: potency is the fitted concentration of half-maximal effect; % is set by controls: 0 for no effect and ±100 for the full control effect
#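 Enzyme at 10 nM met test compounds for 15 min at room temperature. Substrate addition (50 nM final) began the reaction, which was monitored by fluorescence at 0 and 10 min.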
# The depositor's hits bear a star; ? = inconclusive; . = not tested or not shown; & = joins results of further samples; [ ] = dose if it differs, or a comment. Unless noted, calls come from the whole dose curve; as a rule, active = well fitted curve in the direction sought with a large enough effect; inconclusive = small, poorly fitted or top-dose-only effect, or another doubt; inactive = no such curve, though single readings can be large; an effect the other way counts as inactive or inconclusive.
SMILES,APEX1 inh,LDHA inh,POLH inh,POLI inh,Pol beta inh,Apoferritin bind,Glioma ERSR ind,BLM helicase inh,Pol kappa inh
CC1CC(=O)N(CC(=O)Nc2ccc(Br)cc2)c2ccccc2S1(=O)=O (stereo unspecified),-3.4%,4.8,-12.8%,20.1%,?,-21.1%,-3.5%,-7.2%,-18.4%
CC(Nc1nc(-c2ccc(F)cc2)cs1)c1nc2cc(Cl)c(Cl)cc2n1CCOCCO (stereo unspecified),.,-1.5,7.0%,14.5%,.,.,-0.9%,.,-13.3%
c1ccc(-c2nc(CSc3nnnn3-c3ccccc3)cs2)cc1,?,-10.1,-6.5%,?,-24.2%,0.4%,-0.9%,-6.4%,-8.3%
O=C1CCN(S(=O)(=O)c2ccccc2)N1,-1.5%,-1.6,-13.8%,55.4%[activator],30.8%,-8.5%,-1.1%,1.1%,-16.0%
CC1CC=CC2C1C(=O)N(Cc1ccccc1)C2c1ccc(F)c(-c2ccc(N(C)C)cc2)c1 (stereo unspecified),-1.3%,.,.,-4.3%,.,36.3%[activator],-5.3%,-12.0%,13.0%
Cc1cc(C(C)(C)C)oc1C(=O)N(CC(=O)NC1CCCC1)Cc1ccc(F)cc1,-2.2%,4.2,11.7%,33.8%[activator],-4.1%,-0.9%,-3.6%,-1.8%,-0.5%
COc1ccc(CN=C(C#N)C2=C(O)c3ccccc3C2=O)cc1,-3.3%,-4.1,-8.2%,9.8%,6.7%,-9.2%,0.7%,-7.1%,-20.2%
Cc1ccccc1OCCCCn1c(-c2ccc(Cl)cc2)nc2ccccc2c1=O,.,-1.9,-1.7%,8.2%,1.6%,-6.9%,-2.2%,-3.5%,0.7%
COc1cc(NC(=O)C2CC(c3ccc(Cl)cc3)=NO2)cc(OC)c1OC (stereo unspecified),-8.2%,0.5,-22.9%,31.2%[activator],28.0%,-12.1%,-6.4%,-4.8%,-6.8%
Clc1ccc(-n2c(SC/C=C/c3ccccc3)nnc2-c2cccnc2)cc1,9.3%,-3.5,-7.7%,10.6%,13.0%,-12.3%,-3.2%,-7.2%,-10.6%
CCN(C(=O)COC(=O)c1cccc(S(=O)(=O)N2CCOCC2)c1)C1CCS(=O)(=O)C1 (stereo unspecified),25.9%,-2.9,-13.2%,-11.7%,.,.,-0.8%,.,-4.9%
Cc1ccc(-c2c(C)sc(NC(=O)C3C4CCC(O4)C3C(=O)O)c2C(=O)OC(C)C)cc1 (stereo unspecified),14.4%,-4.1,-6.4%,3.1%,34.4%,-8.9%,?,-0.5%,-11.6%
Cc1c(C(=O)NCc2nnc(-c3ccccc3)o2)oc2c(F)cccc12,47.4%[activator],-0.5,-20.1%,38.7%[activator],-24.4%,-19.9%,-3.0%,0.1%,-5.5%
COc1ccc(S(=O)(=O)NCCc2csc3nc(-c4ccc(Cl)cc4)nn23)cc1C,.,-5.6,-25.8%,13.1%,-1.0%,-12.0%,-4.5%,2.3%,-6.7%[60.1 µM]
CC(=O)N1c2c(cc(Br)cc2S(=O)(=O)NCc2ccc(C)cc2)CC1C (stereo unspecified),26.4%,-7.3,-13.4%,111.6%[activator],32.2%,-8.7%,-4.1%,0.2%,3.0%
Cc1ccc(NNC(=O)C2CCC2)cc1C,-2.0%,-3.1,-12.4%,235.6%[activator],-17.5%,-0.8%,-1.4%,0.1%,-19.2%
COc1ccccc1NC(=O)C(C)OC(=O)/C=C/c1ccc2ccccc2n1 (stereo unspecified),-10.3%,-1.0,-18.2%,-1.7%,.,.,0.7%,.,-1.9%
c1cncc(-c2ccc3ncnc(NCc4ccc5c(c4)OCO5)c3c2)c1,6.7%&6.0%,4.1,3.2%,5.6%,.,.,1.4%,.,-0.7%
CN1C/C(=C/c2ccccc2[N+](=O)[O-])C(=O)/C(=C\c2ccccc2[N+](=O)[O-])C1,.,3.7,?,89.1µM*,.,.,-12.2%,.,?
CC(=O)c1sc(NC(=O)C(C)Oc2ccc3c(C)cc(=O)oc3c2)nc1C (stereo unspecified),11.9%,-7.5,-6.6%,28.1%,16.8%,-15.1%,0.0%,-2.4%,-0.5%

# Full records, looked up by structure:
# `CC(=O)c1sc(NC(=O)C(C)Oc2ccc3c(C)cc(=O)oc3c2)nc1C` (stereo unspecified) across the screens: APEX1 inh: 11.9%; LDHA inh: -7.5; POLH inh: -6.6%; POLI inh: 28.1%; Pol beta inh: 16.8%; Apoferritin bind: -15.1%; Glioma ERSR ind: 0.0%; BLM helicase inh: -2.4%; Pol kappa inh: -0.5%
# `COc1ccc(CN=C(C#N)C2=C(O)c3ccccc3C2=O)cc1` across the screens: APEX1 inh: -3.3%; LDHA inh: -4.1; POLH inh: -8.2%; POLI inh: 9.8%; Pol beta inh: 6.7%; Apoferritin bind: -9.2%; Glioma ERSR ind: 0.7%; BLM helicase inh: -7.1%; Pol kappa inh: -20.2%

# Additional entries.
SMILES,APEX1 inh,LDHA inh,POLH inh,POLI inh,Pol beta inh,Apoferritin bind,Glioma ERSR ind,BLM helicase inh,Pol kappa inh
COc1ccc(CNC(=O)C2CCC(CNS(=O)(=O)c3cccs3)CC2)cc1 (stereo unspecified),7.5%,-7.1&-14.4,-11.3%&-10.3%,53.0%&4.2%[activator],21.3%&28.1%,-5.8%&-3.3%,-6.7%&-2.9%,-0.9%&-1.9%,-1.3%&-0.9%
CC(C)(CN1CCN(Cc2ccccc2)CC1)NS(=O)(=O)c1ccc(Cl)cc1,0.6%,1.0,-18.7%,-8.1%,-22.9%,3.2%,-3.3%,-0.3%,11.9%
CCN(CC)C(=O)Oc1ccc(Br)c2ccccc12,-2.0%,2.9,-15.8%,7.2%,-0.6%,?,-1.2%,4.6%,-10.0%
CCOc1ccc(CO/N=C/c2c(C)[nH]c(=O)[nH]c2=O)cc1,-8.7%,-8.2,0.3%,23.3%,11.7%,-1.7%,-1.8%,2.2%,0.3%
NC(N)=NS(=O)(=O)c1ccc(NC(=S)NC(=O)c2ccc(Br)cc2)cc1,-3.0%,-2.9,-7.5%,6.2%,-2.5%,-5.4%,-5.9%,-9.5%,5.7%
N#Cc1ccc(C(=O)Nc2cc(S(=O)(=O)Nc3ccc(Cl)cc3)ccc2N2CCCCC2)cc1,-8.3%,-12.7,-14.0%,3.0%,16.8%,-18.0%,0.7%,1.1%,-10.8%
Cc1ccc(S(=O)(=O)N2[C@@H](c3cccc(Cl)c3)C(C(=O)O)=CC[C@H]2c2cccc(C)c2)cc1,16.2%,-5.1,9.6%,-13.1%,.,.,-0.8%,.,-3.5%
COc1ccc(CSCC(=O)NN=C2CCN(C)CC2)cc1,-2.3%,-5.9,-20.5%,20.8%,-0.8%,?,-5.4%,-7.2%,-0.1%
CN(Cc1ccccc1)C(=O)c1cccc(NC(=O)Cc2ccc(NC(=O)C3CCN(C(=O)C4CCCC4)CC3)cc2)c1,.,-6.0,-3.7%,-17.7%,.,.,-1.9%,.,-26.5%
COc1ccccc1NC(=O)C1CCCN(S(=O)(=O)c2cccc3nsnc23)C1 (stereo unspecified),2.8%,4.1,-13.5%,-4.6%,13.5%,-12.7%,-3.3%,-3.1%,1.5%
O=C(CN(CCc1ccccc1)C(=O)c1csnn1)NCc1ccc(F)cc1,34.1%,-6.3,?,130.0%[activator],35.0%,-6.7%,5.5%,-2.6%,2.6%
CN(CC(CC(=O)Nc1nncs1)c1ccccc1)S(=O)(=O)c1ccccc1 (stereo unspecified),-1.4%,-9.0,-2.3%,8.3%,5.1%,-16.9%,-1.6%,-1.1%,-6.7%
CC(C)(C)NC(=O)CN(C(=O)CNC(=O)c1cccs1)c1ccccc1F,11.4%,-13.0,-18.4%,116.7%[activator],46.3%,-6.9%,-2.6%,-0.1%,-0.2%
CCOc1ccc(N=CC2=C(O)CC(C)(C)CC2=O)cc1,-2.5%,-4.5,-19.4%,19.0%,5.1%,-7.5%,0.5%,0.3%,-10.4%
CN(C)c1ncc2nc(-c3cccs3)c(=O)n(C3CC3)c2n1,-0.7%,.,.,.,.,.,-1.5%,-5.9%,-5.1%[60.1 µM]
CCn1c(SCC(=O)N/N=C/C(C)=C/c2ccco2)nnc1-c1ccccc1,?,-5.9,89.1µM*,?,?,?,-2.8%,-23.8%,?
CC(=O)/C(C(=N)N1CCN(C(c2ccccc2)c2ccccc2)CC1)=C(\C)O,1.7%,-0.5,-8.1%,-8.8%,-0.9%,-9.2%,-3.3%,-0.8%,8.0%
COCCn1c(=O)[nH]c2cc(C(=O)Nc3ccc(OC)cc3)ccc2c1=O,.,-10.0,-2.3%,-15.3%,54.9%,5.4%,-3.0%,-2.6%,-13.0%
O=C(OCCOc1ccccc1F)c1cc(S(=O)(=O)N2CCOCC2)ccc1F,.,-2.0,-9.3%,-10.9%,.,.,-4.1%,.,-3.9%
COc1ccc2[nH]cc(S(=O)(=O)c3ccc(C)cc3)c2c1,-6.8%,-9.0,-5.9%,9.7%,-11.9%,-9.0%,-3.2%,-5.3%,-11.5%
FC(F)(F)c1ccc(C2Nc3cccc4cccc(c34)N2)cc1,-3.4%,2.5,-2.1%,18.1%,-5.0%,-11.4%,-4.4%,-8.2%,-18.8%
CC(=O)/C(=C/c1ccccc1)C(=O)Nc1ccccc1C,-4.1%,-5.6,-1.4%,?,8.7%,-11.5%,?,0.1%,-18.2%
COC(=O)c1ccccc1NC(=S)N1CCN(c2ccccn2)CC1,-4.5%,-8.1,-7.4%,-5.6%,31.7%,-9.9%,-4.3%,-3.8%,-9.6%
COc1ccc(NC(=S)N2CCN(C(=O)c3ccco3)CC2)cc1,-3.5%,-11.5,4.3%,28.2%,63.2%,-5.3%,-0.5%,-2.1%,-1.5%
CCOC(=O)c1ccc(NCc2ccc(N(C)C)cc2)cc1,-8.0%,4.8,2.7%,5.4%,18.0%,-12.9%,-0.9%,-1.7%,-3.6%
CCN(CC(=O)Nc1c(F)cccc1F)C(=O)c1nc2nccc(C)n2n1,11.4%,-1.2,-9.2%,21.6%,.,.,-1.9%,.,-1.6%

# Only part of the results is shown; rates above refer to the full screens.
